Bioassay records deposited in PubChem BioAssay by several laboratories.
Rac1 GTP hydrolysis: MgcRacGAP GTPase-activating activity inhibitors, confirmation, biochemical, ADP Hunter fluorescence | inhibition, % at 30 µM; hits with a dose series show IC50 in µM | 0.6% of 340,000 active | MgcRacGAP-stimulated Rac1 GTP hydrolysis, ADP Hunter fluorescence; higher % means a stronger effect; GST-tagged Rac1 F28L mutant substrate | Rac GTPase-activating protein 1 (Homo sapiens) | AID 624330, 2012;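 active = first-screen hits whose inhibition reached a set limit at any dose in the follow-up dose series; inconclusive = inhibition above the set first-screen limit but never retested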;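 also: fluorescence reports GDP produced by GAP-driven GTP hydrolysis; strong numbers were not always called active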
Dengue-2 NS5 capping: Dengue-2 NS5 methyltransferase inhibitors, primary screen, biochemical, confirmation dose response (AID 588689) | Genome polyprotein (Dengue virus type 2 (strain 16681-PDK53)) | Dengue-2 NS5 methyltransferase capping enzyme assay, biochemical; higher % means a stronger effect | one-dose inhibition, % at 25 µM; IC50 in µM for titrated hits | 0.3% of 340,000 active; in the data active = a potency from the dose series; inconclusive = inhibition above about 29% without an active follow-up result
UTI89 phage lysis: inhibition of K1F phage lysis, E. coli UTI89, bacterial capsule biogenesis inhibitors, alamar blue (AID 488966) | E. coli UTI89 K1F phage lysis, alamar blue, 2 h; higher % means a stronger effect | inhibition, % at 100 µM; hits with a dose series show IC50 in µM | 0.02% of 340,000 active;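 active = phage lysis inhibition, versus mean bacterial control, above a set limit; inconclusive = no clear call, values can overlap the other calls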;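 also: capsule biogenesis inhibitors block K1F phage lysis so surviving cells raise fluorescence; higher fluorescence means more inhibition of phage lysis; actives were called in the ten point dose series up to 300 µM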
RSV antiviral HEp-2: RSV antiviral activity via CPE protection, HEp-2 cells, primary 10 µM value included (AID 2391) | HEp-2 cells, RSV-induced CPE inhibition; higher % means a stronger effect | one-dose CPE inhibition, % at 10 µM; IC50 in µM for titrated hits | 0.13% of 310,000 active; in the data active = a potency from the dose series; inconclusive = CPE inhibition mostly from about 23% at the one dose, without a potency; inactive = the rest, 99 in 100 with CPE inhibition below about 21%; also: strong numbers were not always called active
T cell HTS: modulators of CD8 T cell-vesicle binding, primary screen, mouse 2C CD8+ T cells, flow cytometry | AID 2052, 2009 | 0.068% of 330,000 active | 2C CD8+ T cell-vesicle binding; hits give low values | calls only at 7 µM;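 active = response, share of CD8 T cells binding vesicles, and their 90th percentile fluorescence all below set limits, cut at about 80% in these data, passing the limit was not always enough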
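Incubation: binding step 1.5 h, 37 °C, antibody labelling 20 min, ice; system: murine 2C transgenic CD8+ T lymphocytes; technique: cytometric PE anti-B7-1 and Alexa647 anti-CD8 signals after 1% paraformaldehyde fixation; also added: QL9-charged Drosophila Ld/ICAM-1/B7-1 vesicles; control set: naked versus QL9-loaded vesicles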
Large T inhibition: SV40 large T antigen inhibitors, biochemical (AID 1903). SV40 large T antigen ATPase/helicase inhibition assay; higher % means a stronger effect. one-dose inhibition, % at 20 µM; IC50 in µM for titrated hits. 0.39% of 310,000 active; in the data active = a potency from the dose series; inconclusive = inhibition mostly from about 32% at the one dose, without a potency; inactive = the rest, 99 in 100 with inhibition below about 32%; also: strong numbers were not always called active
NTR1 ag: agonists of NTR1, primary screen, imaging, U2OS cells, beta-arrestin-GFP, high content (AID 493036); NTR1-U2OS beta-arrestin-GFP spot imaging, agonist mode; activation, % at 20 µM; 0.17% of 330,000 active;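 active = activation at or above 40% of the spot to cytoplasm intensity ratio, with at least 20 cells analyzed; inconclusive = wells under 20 cells, flagged as cytotoxic or low count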;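 also: 0% = DMSO without peptide and 100% = 100 nM NTR1 peptide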
Target sequence (P30989 whole entry, looked up): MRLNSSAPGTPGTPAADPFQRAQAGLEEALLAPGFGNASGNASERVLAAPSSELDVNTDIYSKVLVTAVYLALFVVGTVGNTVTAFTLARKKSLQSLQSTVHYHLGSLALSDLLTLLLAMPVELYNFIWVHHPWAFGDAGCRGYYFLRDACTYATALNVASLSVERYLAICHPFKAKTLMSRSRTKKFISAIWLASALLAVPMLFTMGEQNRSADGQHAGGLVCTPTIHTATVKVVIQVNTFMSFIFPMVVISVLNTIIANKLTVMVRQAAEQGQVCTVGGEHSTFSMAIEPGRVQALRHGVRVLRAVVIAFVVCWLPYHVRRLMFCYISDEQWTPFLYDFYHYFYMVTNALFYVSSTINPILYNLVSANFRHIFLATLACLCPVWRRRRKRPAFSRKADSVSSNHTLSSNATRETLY
West Nile virus CPE: West Nile virus antiviral activity, cell-based, CPE readout (AID 1621). CPE inhibition, % at 10 µM; hits with a dose series show IC50 in µM. West Nile virus-infected cells, CPE inhibition; higher % means a stronger effect. 0.02% of 290,000 active; in the data active = a potency from the dose series; inconclusive = CPE inhibition mostly from about 3.7% at the one dose, without a potency; inactive = the rest, 99 in 100 with CPE inhibition below about 2.2%; also: strong numbers were not always called active
PhoP inhibition: inhibitors of PhoP regulon expression, primary screen, Salmonella Typhimurium, GFP reporter (AID 1863); S. Typhimurium PhoP-regulated promoter GFP reporter, 4 h; higher % means a stronger effect; inhibition, % at 50 µM; hits with a dose series show IC50 in µM; 0.16% of 300,000 active;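 active = inhibition over 29.93%, a cutoff 3 SD above the screen mean, later confirmed by dose response; inconclusive = inhibition over 29.93% but no dose response follow-up; inactive = inhibition at most 29.93% or unconfirmed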;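 also: 0% = low Mg2+ inducing control and 100% = high Mg2+ repressing control; strong numbers were not always called active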
T cell HTS vesicle-bound %: further read-out of T cell HTS, marked with its call; double positive events, %; measured here: CD8+ vesicle-bound cell fraction;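 binding gate set so that unloaded-vesicle control wells show 10% double positive cells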
NTR1 ag cell count 20 µM: second read-out of NTR1 ag, no call of its own (marks repeat the call); cell count; measured here: cell count, cytotoxicity flag
Dengue-2 NS5 capping pilot replicate: recorded beside Dengue-2 NS5 capping, whose call it bears; inhibition, %; measured here: pilot screen replicate inhibition
Starred values were filed as active, the others as inactive; i = inactive; ? = inconclusive; · = not tested or not shown; & = joins results of further samples; ! = not confirmed by another sample; [ ] = another dose, or the depositor's remark. Random draw from the library, and some 1.5% of all compounds hit somewhere here.

SMILES	Rac1 GTP hydrolysis	Dengue-2 NS5 capping	UTI89 phage lysis	RSV antiviral HEp-2	T cell HTS	T cell HTS vesicle-bound %	Large T inhibition	NTR1 ag	NTR1 ag cell count 20 µM	West Nile virus CPE	PhoP inhibition	others
CCOC(=O)C1=NN(c2ccc(F)cc2)C2=NC(C)=C(C(=O)OC)C(c3cccs3)N12 (centres undefined)	10%	-6%	0.1%	-1.6%	i	57	·	5.5	64	0.1%	·
COc1ccc(Cl)cc1S(=O)(=O)N1CCCC(C(=O)NCCc2ccccc2)C1 (centres undefined)	10%	-12%	-0.4%	2.9%	i	6	8%	0.4	44	-0.4%	-3%
COC(=O)CSC1=C(C#N)C(c2ccccc2OC)C(C(=O)OC)C(=O)N1 (centres undefined)	12%	0%	1.6%	-2.0%	i	26	-5%	-2.0	23	-0.1%	-8%
Cc1c(C(=O)N2CCCCC2)sc(NC(=O)C(C)C)c1C#N	11%	-2%	-0.5%	5.7%	i	30	-4%	-1.3	51	-0.7%	11%
CNC(=O)C1C2C=CC3(O2)C1C(=O)N(C1CC1)C3C(=O)NCc1ccc(OC)cc1 (centres undefined)	7%	-2%	0.4%	0.5%	i	31	7%	0.3	49	-0.1%	-3%
COc1ccc(C=NCC2COc3ccccc3O2)cc1OC (centres undefined)	8%	-1%	2.2%	0.0%	i	25	4%	-0.8	43	-0.3%	-8%
Cc1ccc(NC(=O)c2nc[nH]c2C(=O)N2CCC(C)CC2)cc1	-17%	-7%	2.4%	1.2%	i	26	9%	15	92	-0.3%	-5%
CCC(C(=O)N1CCN(S(=O)(=O)c2sc(C(=O)O)c(C)c2C(=O)O)CC1)c1ccccc1 (centres undefined)	-4%	0%	0.2%[50 µM]	1.5%	i	32	·	-0.5	62	·	·
CC1CN(C(=O)C2CCCC2)C(C)CN1C(=O)C1CCCC1 (centres undefined)	7%	-5%	2.4%	1.1%	i	11	0%	0.9	50	0.2%	-8%
COc1ccc(C(=O)c2ccc(OC)c(OC)c2)cc1OC	2%	-2%	-0.1%	1.7%	i	23	3%	0.0	75	?	2%
COc1cc(/C=C2\SC(=S)N(N3CCOCC3)C2=O)cc(OC)c1OC	7%	-4%	7.9%	1.2%	i	48	4%	5.3	42	-0.4%	-14%
O=C(NNC(=S)Nc1ccccc1Cl)C1CC1	5%	-7%	1.7%[50 µM]	2.1%	i	30	3%	3.2	66	-0.2%	7%
CC(=O)N1c2ccc(S(=O)(=O)CCC(=O)O)cc2CC1C (centres undefined)	10%	-3%	0.6%	1.8%	i	26	5%	4.2	38	0.1%	-1%
O=C(Nc1ccc(C(F)(F)F)cc1)C1CCN(c2cnccn2)CC1	9%	-7%	0.4%	?	i	25	10%	0.2	53	0.0%	-14%
CC(C)=NN1C(c2nonc2N)=NOC1(C)C	·	·	·	·	i	55	12%	-0.8	52	0.8%	-2%
CC(=O)/C(=N/Nc1ccccc1[N+](=O)[O-])N1CCCc2ccccc21	·	·	·	8.0%	i	35	5%	4.7	40	0.5%	-6%
CCOc1ccc(N2CC(C(=O)Nc3cccc(C)c3C)CC2=O)cc1 (centres undefined)	2%	-7%	-0.6%	0.4%	i	26	14%	3.7	78	-0.1%	5%
Cc1cc(OC(=O)c2cccc(Cl)c2)c([N+](=O)[O-])c(=O)[nH]1	13%	-2%	0.2%	1.2%	i	11	8%	-0.1	58	0.3%	-9%
Cc1cc(C)c(S(=O)(=O)N2CCC(C(=O)NCc3ccco3)CC2)c(C)c1	5%	-1%	-0.8%	5.7%	i	41	24%	0.0	84	2.5%	2%	Dengue-2 NS5 capping pilot replicate=-2.7
COc1cccc(/C=N/n2nnnc2N)c1	10%	2%	1.3%	16%	i	35	10%	-1.2	39	-0.1%	-5%
CC1(c2ccccc2Br)NC(=O)N(CC(=O)Nc2ccc(S(N)(=O)=O)cc2)C1=O (centres undefined)	8%	1%	-0.1%	3.8%	i	27	1%	-1.0	44	0.0%	3%
O=C(N1CCCCC1)C1(c2ccccc2)CCCCC1	9%	-3%	0.1%	3.0%	i	52	10%	0.1	54	-0.3%	16%	Dengue-2 NS5 capping pilot replicate=1.2
CCn1cc(C(=O)OCc2ccccc2)c(=O)c2ccc(C)nc21	14%	-4%	2.6%	3.7%	i	62	8%	2.2	69	0.4%	6%
Oc1nc(-c2ccc(Cl)cc2)n2ccncc12	20%	-14%	-0.9%	1.8%	i	44	9%	1.3	70	0.5%	5%
COC(=O)[C@]1(C)CCC[C@@]2(C)C3CC[C@@]4(C)C[C@]3(CCC21)CC(=O)N4Cc1ccc(OC)cc1 (some centres undefined)	4%	-4%	-0.9%	-1.5%	i	32	·	19	48	·	·
Nc1c(-c2cccc(Cl)c2)cnn1-c1cccc(C(F)(F)F)c1	13%	2%	0.6%	14%	i	33	0%	9.1	75	0.0%	-3%	Dengue-2 NS5 capping pilot replicate=-6.7
O=c1c2ccccc2c(C=Nc2ccccc2O)c(O)n1-c1nccs1	0%	-3%	-0.1%	-0.6%	i	28	16%	5.1	63	1.6%	2%
Cc1cc(C)cc(C(=O)Nc2ccc(N3CCN(C(=O)c4ccco4)CC3)cc2)c1	0%	-3%	0.1%	3.6%	i	40	-2%	1.9	59	0.5%	4%
COc1cccc(C2=NN(C(=O)c3cccs3)C(O)(C(F)(F)F)C2)c1 (centres undefined)	0%	1%	0.3%	-2.5%	i	1	10%	11	65	1.8%	-5%
COC(=O)c1cc(=O)n(Cc2ccc3c(c2)OCO3)c(=Nc2ccc(F)cc2)s1	14%	-1%	1.5%	32%	i	33	7%	4.9	61	0.0%	-2%
Cc1ccc(OCCCN2C(=O)C(=O)c3cc(C)ccc32)cc1	9%	-13%	0.2%	0.4%	i	58	12%	7.5	68	-1.5%	2%
CCN(c1ccccc1)c1cc2ccccc2c(=O)[nH]1	9%	4%	-0.4%	0.2%	i	45	13%	0.1	64	0.2%	-1%
CCOc1ccc(Cn2nnc(C(=O)NCc3ccc(OC)cc3)c2N)cc1	4%	-2%	-1.4%	-0.1%	i	39	4%	1.9	49	0.6%	-8%
CCS(=O)(=O)Nc1c(C(=O)OC)[nH]c2ccccc12	7%	10%	1.4%	0.2%	i	50	25%	1.6	82	0.3%	-2%	Dengue-2 NS5 capping pilot replicate=0.9
O=C(CCC1CCCCC1)Nc1cc(C(F)(F)F)ccc1N1CCOCC1	1%	1%	-0.2%[50 µM]	15%	i	58	15%	6.2	48	·	6%
COc1cc(C)c(Cc2cnc(N)nc2N)cc1OC	·	·	·	0.7%	i	25	14%&5%	·	·	-0.3%	12µM*!
Cn1c(-c2ccccc2)cccc1=O	9%	-5%	0.7%	0.6%	i	7	0%	-0.4	60	-0.3%	9%
Cn1c2ccc(F)cc2c2ncn(Cc3ccco3)c(=O)c21	2%	-5%	4.6%	-0.9%	i	32	0%	2.3	76	0.3%	-15%
C/C(Cl)=C/Cn1c(SCCN2CCOCC2)nc2c1c(=O)[nH]c(=O)n2C	7%	-3%	4.2%	0.7%	i	39	13%	-0.1	46	0.1%	-3%
Cc1ccc2cccc(Oc3ncnc4scc(-c5ccccc5)c34)c2n1	10%	-10%	3.5%	6.9%	i	54	1%	8.1	48	-0.7%	29%
c1ccc(-c2n[nH]c(-c3ccccc3)c2-c2nc3ccccc3[nH]2)cc1	7%	-4%	0.3%	0.6%	i	21	13%	2.1	78	1.2%	7%
Cc1csc(NC(=O)c2cc(-c3ccco3)nc3ccccc23)n1	12%	7%	-1.6%	0.7%	i	14	11%	-0.4	79	-0.8%	21%
O=C(O)c1ccc2[nH]c3c(c2c1)CCCC3	7%	-12%	0.2%	0.7%	i	54	12%	0.4	50	-0.1%	-2%
Cc1ccc(C(=O)COC(=O)CCC(=O)Nc2cccc(Cl)c2)cc1[N+](=O)[O-]	3%	-3%	0.4%	1.9%	i	39	0%	1.1	59	0.6%	5%
COc1ccccc1C(=O)COC(=O)c1ccccc1OCC(=O)Nc1ccc(SC(F)F)cc1	8%	-3%	2.0%[50 µM]	4.0%	i	52	12%	15	70	1.8%	-1%
COc1ccccc1CNC(=O)CCCn1nc(C)n2ccnc2c1=O	-3%	-2%	0.3%	0.7%	i	13	8%	-0.1	64	-0.7%	·
O=C(NCCc1ccccc1)C(c1ccncc1)N(C(=O)c1csnn1)C1CC1 (centres undefined)	10%	-4%	0.2%	5.2%	i	50	3%	0.1	86	-0.4%	0%
COC(=O)c1nn(-c2ccc3c(c2)OCO3)cc1O	11%	2%	0.6%	0.8%	i	25	2%	-0.3	55	0.3%	-6%
COc1ccc(S(=O)(=O)N(C)C)cc1NC(=O)CSc1nnc(-c2cccnc2)o1	3%	-6%	0.5%	2.2%	i	31	15%	-0.3	67	0.1%	2%
O=C(COC(=O)c1ccc2ncsc2c1)NC(=O)c1ccccc1	6%	-6%	0.6%	4.0%	i	54	4%	0.9	63	-0.2%	1%
Cc1ccc(N(CC(=O)NCc2ccc(F)cc2)C(=O)CCC(=O)Nc2ccccn2)cc1C	12%	1%	-0.8%	2.4%	i	18	8%	2.5	72	-0.2%	3%
C=CCNC(=O)C(C#N)c1nc2ccccc2nc1N1CCCCCC1 (centres undefined)	7%	?	-0.4%	5.4%	i	58	-8%	2.8	36	-0.1%	-6%
O=C(Nc1cnn(Cc2ccc(F)cc2)c1)c1cc(-c2ccco2)on1	11%	7%	-0.7%[50 µM]	-1.4%	i	47	10%	-0.7	48	-0.2%	-1%
Cc1ccccc1NC(=O)Cc1cn(C)c2ccccc12	6%	4%	1.2%	-0.3%	i	51	-8%	-0.4	68	0.4%	25%
